High-throughput results (PubChem BioAssay)
RGS8-Gao = human RGS8-Galphao interaction regulation; hit rate 0.34% among 220,000; response (percent of control binding), % at 10 µM; P09471; multiplexed bead flow cytometry, RGS8-Galphao binding; actives lie on both sides; in the data active = response below about 60% or above about 140%; inactive = in between;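 also: Galphao activated as the GDP aluminium fluoride complex binding bead-coupled RGS8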
Bim-Bcl-B = disrupts Bim peptide binding to human Bcl-B. Q9HD36. bead-based flow cytometry. inhibition, % at 10 µM. hit rate 0.073% among 190,000. AID 951;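 also: 0% = tracer peptide without compound and 100% = reference inhibitor peptide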
RGS7-Gao = regulators of human RGS7-Galphao interaction; P09471; Multiplexed bead flow cytometry, RGS7-Galphao binding; actives lie on both sides; binding response (% of control), % at 10 µM; hit rate 0.35% among 220,000; AID 1439; in the data active = binding response below about 49% or above about 150%; inconclusive = no clear call, values can overlap the other calls; inactive = in between;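 also: fluorescent Galphao held in activated GDP-AlF4 state binding bead-coupled RGS7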
ABCG2 inh = human ABCG2 inhibition, ABCB1 as counter-screen; inhibition, % at 6.6 µM; IgMXP3 cells, JC-1 efflux, flow cytometry; hit rate 0.1% among 190,000; Q9UNQ0;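 active = inhibition above 80%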;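 also: 0% = DMSO and 100% = nicardipine control wells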
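Test system: IgMXP3 (ABCG2) plus far-red-tagged CCRF-Adr (ABCB1) cells. Reagent: JC-1 dye as substrate. Timing: 10 min exposure at 25 °C with rotation, no wash. Measured by: flow cytometric JC-1 green MFI at 530 nm. Read-out: percent efflux inhibition, scaled nicardipine 100% to DMSO 0%. Control set: nicardipine and DMSO wells.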
Mcl-1 Bim block = human Bim-Mcl-1 interaction inhibition | Q07820 | inhibition, % at 10 µM | Bead-based flow cytometry, Bim peptide-Mcl-1 binding | hit rate 0.1% among 190,000;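 also: 0% = no compound tracer wells and 100% = peptide blocker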
Bim-Bcl-XL = disrupts Bim peptide binding to human Bcl-XL. Q07817. bead flow cytometry, fluorescence. inhibition, % at 10 µM. hit rate 0.04% among 190,000
ABCB1 block = inhibitors of human ABCB1 transporter, ABCG2 counter-screen | AID 1326 | hit rate 0.067% among 190,000 | CCRF-Adr cells, JC-1 efflux, flow cytometry | inhibition, % at 6.6 µM; in the data active = inhibition above about 40%;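 also: 0% = vehicle and 100% = reference inhibitor; higher value means more JC-1 retained so stronger ABCB1 efflux block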
Target sequence (P08183 whole entry, looked up): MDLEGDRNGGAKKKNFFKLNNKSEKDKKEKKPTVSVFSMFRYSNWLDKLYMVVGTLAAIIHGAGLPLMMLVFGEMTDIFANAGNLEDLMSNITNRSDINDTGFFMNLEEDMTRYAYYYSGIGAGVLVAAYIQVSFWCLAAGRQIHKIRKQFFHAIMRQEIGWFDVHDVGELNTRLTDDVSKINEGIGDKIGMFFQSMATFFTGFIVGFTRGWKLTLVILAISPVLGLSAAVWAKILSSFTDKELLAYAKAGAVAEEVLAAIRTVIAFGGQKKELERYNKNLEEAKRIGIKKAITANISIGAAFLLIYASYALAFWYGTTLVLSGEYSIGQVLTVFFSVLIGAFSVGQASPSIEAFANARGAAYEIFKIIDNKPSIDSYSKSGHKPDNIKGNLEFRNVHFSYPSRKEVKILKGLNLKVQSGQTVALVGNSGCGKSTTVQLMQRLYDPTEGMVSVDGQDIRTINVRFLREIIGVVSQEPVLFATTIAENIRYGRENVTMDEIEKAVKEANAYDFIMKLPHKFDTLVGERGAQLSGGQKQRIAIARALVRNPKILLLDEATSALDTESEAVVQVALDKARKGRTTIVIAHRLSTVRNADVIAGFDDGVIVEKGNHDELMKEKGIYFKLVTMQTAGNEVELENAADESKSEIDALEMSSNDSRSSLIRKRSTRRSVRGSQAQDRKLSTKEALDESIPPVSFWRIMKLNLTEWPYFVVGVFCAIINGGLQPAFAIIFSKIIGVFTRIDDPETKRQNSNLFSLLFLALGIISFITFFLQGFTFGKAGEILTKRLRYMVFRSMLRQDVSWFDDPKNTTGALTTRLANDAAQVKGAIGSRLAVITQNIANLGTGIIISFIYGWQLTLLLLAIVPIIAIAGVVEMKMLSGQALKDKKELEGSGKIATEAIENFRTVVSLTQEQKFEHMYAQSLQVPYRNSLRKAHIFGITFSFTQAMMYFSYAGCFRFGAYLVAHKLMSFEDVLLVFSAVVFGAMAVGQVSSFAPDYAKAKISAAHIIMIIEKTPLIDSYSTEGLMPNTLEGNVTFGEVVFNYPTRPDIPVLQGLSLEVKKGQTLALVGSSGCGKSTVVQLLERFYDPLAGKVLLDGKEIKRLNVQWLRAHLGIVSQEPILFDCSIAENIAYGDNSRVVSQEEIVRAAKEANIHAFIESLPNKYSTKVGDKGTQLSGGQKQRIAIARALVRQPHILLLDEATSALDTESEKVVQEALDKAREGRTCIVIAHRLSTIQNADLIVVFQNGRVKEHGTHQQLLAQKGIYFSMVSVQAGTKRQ
RGS4-Gao reg = modulates binding of RGS4 to human Galphao; P09471; Multiplexed bead flow cytometry; actives lie on both sides; binding response (% of control), % at 10 µM; hit rate 0.33% among 220,000; in the data active = binding response below about 49% or above about 150%; inactive = in between;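 also: fluorescent Galphao activated with aluminum fluoride binding bead-coupled RGS4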
Bfl-1 Bim block = inhibitors of Bim-Bfl-1 interaction, human | inhibition, % at 10 µM | hit rate 0.12% among 190,000 | Q16548 | Bead-based flow cytometry, Bim-Bfl-1 binding inhibition;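 also: 0% = wells without compound plus tracer and 100% = blocker peptide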
Bcl-2 Bim block = human Bim-Bcl-2 interaction inhibition; inhibition, % at 10 µM; AID 950; P10415; Bead-based flow cytometry, Bim peptide-Bcl-2 binding; hit rate 0.06% among 190,000; in the data active = inhibition above about 40%; inconclusive = no clear call, values can overlap the other calls;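 also: 0% = no compound wells with probe peptide and 100% = reference peptide inhibitor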
Bim-Bcl-W = inhibitors of Bim-Bcl-W interaction, human. Q92843. bead-based flow cytometry, Bim peptide-Bcl-W binding. inhibition, % at 10 µM. hit rate 0.02% among 190,000. AID 952;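 also: 0% = bound tracer without compound and 100% = peptide blocker; higher means less fluorescent Bim peptide bound to Bcl-W beads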
Starred values were filed as active, the others as inactive. Rule as the data show it, unless noted: active = inhibition above about 40%. No enrichment for hits, and some 0.94% of all compounds hit somewhere here.

How did CC(O)c1cccc(NC(=O)CCC(=O)O)c1 (stereo not drawn) do in these assays?
RGS8-Gao: 98; Bim-Bcl-B: -11; RGS7-Gao: 102; ABCG2 inh: 1; Mcl-1 Bim block: -5; Bim-Bcl-XL: 3; ABCB1 block: 0.2; RGS4-Gao reg: 99; Bfl-1 Bim block: -5; Bcl-2 Bim block: -7; Bim-Bcl-W: 0

How did Cc1c(-n2c(SC(C)C(=O)NC(N)=O)nc3ccccc3c2=O)c(=O)n(-c2ccccc2)n1C (stereo not drawn) do in these assays?
RGS8-Gao: 101; Bim-Bcl-B: -1; RGS7-Gao: 100; ABCG2 inh: 1; Mcl-1 Bim block: 0; Bim-Bcl-XL: 0; ABCB1 block: 0.1; RGS4-Gao reg: 100; Bfl-1 Bim block: -3; Bcl-2 Bim block: -1; Bim-Bcl-W: -3

What do the screens show for `C=CCN1C(=O)/C(=C\c2cc(Br)c(OCc3ccccn3)c(OC)c2)SC1=S`?
RGS8-Gao: 101; Bim-Bcl-B: -14; RGS7-Gao: 99; ABCG2 inh: 5; Mcl-1 Bim block: -1; Bim-Bcl-XL: -4; ABCB1 block: 1.2; RGS4-Gao reg: 101; Bfl-1 Bim block: -5; Bcl-2 Bim block: -1; Bim-Bcl-W: -4

Results for COC(=O)c1ccc(COC(=O)CNC(=O)CNC(=O)c2ccc(C)cc2)cc1 ?
RGS8-Gao: 101; Bim-Bcl-B: -1; RGS7-Gao: 105; ABCG2 inh: 3; Mcl-1 Bim block: 1; Bim-Bcl-XL: -2; ABCB1 block: 0.2; RGS4-Gao reg: 102; Bfl-1 Bim block: -4; Bcl-2 Bim block: -1; Bim-Bcl-W: 0

What do the screens show for `O=[N+]([O-])c1cc(Cl)ccc1-c1nc(-c2ccncc2)no1`?
RGS8-Gao: 103; Bim-Bcl-B: 3; RGS7-Gao: 107; ABCG2 inh: 16; Mcl-1 Bim block: 10; Bim-Bcl-XL: 0; ABCB1 block: 0.9; RGS4-Gao reg: 103; Bfl-1 Bim block: 0; Bcl-2 Bim block: 3; Bim-Bcl-W: -4

Results for Brc1ccc(Oc2nnnn2-c2ccccc2)cc1 ?
RGS8-Gao: 95; Bim-Bcl-B: -5; RGS7-Gao: 96; ABCG2 inh: -3; Mcl-1 Bim block: 1; Bim-Bcl-XL: -5; ABCB1 block: -2.1; RGS4-Gao reg: 93; Bfl-1 Bim block: -13; Bcl-2 Bim block: -7; Bim-Bcl-W: 1

Results for COC(=O)C(C)Sc1snnc1-c1ccccc1 (stereo not drawn) ?
RGS8-Gao: 99; Bim-Bcl-B: -5; RGS7-Gao: 98; ABCG2 inh: 1; Mcl-1 Bim block: -1; Bim-Bcl-XL: 1; ABCB1 block: 0.2; RGS4-Gao reg: 99; Bfl-1 Bim block: -3; Bcl-2 Bim block: 0; Bim-Bcl-W: 6

Results for CCCc1c(C)[nH]c2ccccc2c1=O ?
RGS8-Gao: 94; Bim-Bcl-B: -5; RGS7-Gao: 94; ABCG2 inh: 3; Mcl-1 Bim block: -1; Bim-Bcl-XL: -2; ABCB1 block: -0.1; RGS4-Gao reg: 89; Bfl-1 Bim block: -10; Bcl-2 Bim block: -6; Bim-Bcl-W: 3

How did COc1ccc2c(c1)CCN=C2Cc1ccc(OC)c(OC)c1 do in these assays?
RGS8-Gao: 93; Bim-Bcl-B: -13; RGS7-Gao: 92; ABCG2 inh: 3; Mcl-1 Bim block: -5; Bim-Bcl-XL: -3; ABCB1 block: 0.8; RGS4-Gao reg: 96; Bfl-1 Bim block: -13; Bcl-2 Bim block: -16; Bim-Bcl-W: -2

What do the screens show for `CC(=O)Nc1ccc(/C(C)=N/NC(=O)c2ccccc2Cl)cc1`?
RGS8-Gao: 90; Bim-Bcl-B: -5; RGS7-Gao: 95; ABCG2 inh: 34; Mcl-1 Bim block: -1; Bim-Bcl-XL: -3; ABCB1 block: 0.8; RGS4-Gao reg: 100; Bfl-1 Bim block: -9; Bcl-2 Bim block: -9; Bim-Bcl-W: -1

Results for CCCCN(CC(=O)NCCOC)C(=O)Cn1nnc2ccccc21 ?
RGS8-Gao: 105; Bim-Bcl-B: -6; RGS7-Gao: 103; ABCG2 inh: 2; Mcl-1 Bim block: -2; Bim-Bcl-XL: 0; ABCB1 block: 0.8; RGS4-Gao reg: 105; Bfl-1 Bim block: 0; Bcl-2 Bim block: -2; Bim-Bcl-W: 0

What do the screens show for `Cc1ccc(N(CC(=O)NCc2ccncc2)S(C)(=O)=O)cc1`?
RGS8-Gao: 101; Bim-Bcl-B: -2; RGS7-Gao: 98; ABCG2 inh: 1; Mcl-1 Bim block: -1; Bim-Bcl-XL: -4; ABCB1 block: 0.5; RGS4-Gao reg: 100; Bfl-1 Bim block: 0; Bcl-2 Bim block: 3; Bim-Bcl-W: 1

Filtered by structure: those above with an aryl thioether with sulfur outside any ring
How did Cc1c(-n2c(SC(C)C(=O)NC(N)=O)nc3ccccc3c2=O)c(=O)n(-c2ccccc2)n1C (stereo not drawn) do in these assays?
RGS8-Gao: 101; Bim-Bcl-B: -1; RGS7-Gao: 100; ABCG2 inh: 1; Mcl-1 Bim block: 0; Bim-Bcl-XL: 0; ABCB1 block: 0.1; RGS4-Gao reg: 100; Bfl-1 Bim block: -3; Bcl-2 Bim block: -1; Bim-Bcl-W: -3

Results for COC(=O)C(C)Sc1snnc1-c1ccccc1 (stereo not drawn) ?
RGS8-Gao: 99; Bim-Bcl-B: -5; RGS7-Gao: 98; ABCG2 inh: 1; Mcl-1 Bim block: -1; Bim-Bcl-XL: 1; ABCB1 block: 0.2; RGS4-Gao reg: 99; Bfl-1 Bim block: -3; Bcl-2 Bim block: 0; Bim-Bcl-W: 6

Additional structures:
How did CCOC(=O)c1c(-c2ccc(F)cc2)csc1/N=C/N(C)C do in these assays?
RGS8-Gao: 101; Bim-Bcl-B: -2; RGS7-Gao: 102; ABCG2 inh: 1; Mcl-1 Bim block: -23; Bim-Bcl-XL: -13; ABCB1 block: -0.1; RGS4-Gao reg: 104; Bfl-1 Bim block: 0; Bcl-2 Bim block: -1; Bim-Bcl-W: -10

What do the screens show for `CC(C)CNC(=O)CSc1nnc(CN2CCCCCC2=O)n1-c1ccccn1`?
RGS8-Gao: 97; Bim-Bcl-B: 0; RGS7-Gao: 102; ABCG2 inh: 3; Mcl-1 Bim block: -4; Bim-Bcl-XL: 1; ABCB1 block: 0.8; RGS4-Gao reg: 99; Bfl-1 Bim block: -1; Bcl-2 Bim block: 0; Bim-Bcl-W: -1

What do the screens show for `Cc1ccc(S(=O)(=O)Nc2ccnc3ccccc23)cc1`?
RGS8-Gao: 98; Bim-Bcl-B: -5; RGS7-Gao: 95; ABCG2 inh: 0; Mcl-1 Bim block: 0; Bim-Bcl-XL: 5; ABCB1 block: 0.0; RGS4-Gao reg: 101; Bfl-1 Bim block: -11; Bcl-2 Bim block: -8; Bim-Bcl-W: 3

How did CC(C)(C)Sc1nc(O)cc(=O)[nH]1 do in these assays?
RGS8-Gao: 102; Bim-Bcl-B: -5; RGS7-Gao: 103; ABCG2 inh: 0; Mcl-1 Bim block: -4; Bim-Bcl-XL: -6; ABCB1 block: -0.5; RGS4-Gao reg: 103; Bfl-1 Bim block: -6; Bcl-2 Bim block: -7; Bim-Bcl-W: 3

How did Cc1ccccc1NC(=S)N(C)CCc1ccccn1 do in these assays?
RGS8-Gao: 109; Bim-Bcl-B: 4; RGS7-Gao: 95; ABCG2 inh: -1; Mcl-1 Bim block: 5; Bim-Bcl-XL: 3; ABCB1 block: -0.5; RGS4-Gao reg: 95; Bfl-1 Bim block: 12; Bcl-2 Bim block: 2; Bim-Bcl-W: 2

How did COc1ccc(CCn2nnnc2C(c2ccc(C)cc2)N2CCN(C)CC2)cc1OC (stereo not drawn) do in these assays?
RGS8-Gao: 87; Bim-Bcl-B: 0; RGS7-Gao: 87; ABCG2 inh: 1; Mcl-1 Bim block: 5; Bim-Bcl-XL: 5; ABCB1 block: 0.6; RGS4-Gao reg: 88; Bfl-1 Bim block: 0; Bcl-2 Bim block: 1; Bim-Bcl-W: 3

How did CC(=O)Nc1ccc(NC(=O)C2CCCN(C(=O)c3ccc(Cl)cc3)C2)cc1 (stereo not drawn) do in these assays?
RGS8-Gao: 103; Bim-Bcl-B: -6; RGS7-Gao: 103; ABCG2 inh: 3; Mcl-1 Bim block: 0; Bim-Bcl-XL: 0; ABCB1 block: 0.3; RGS4-Gao reg: 99; Bfl-1 Bim block: -2; Bcl-2 Bim block: -1; Bim-Bcl-W: -2

What do the screens show for `CCc1ccc(NC(=O)N(CCCN2CCOCC2)C(C)c2cc3cccc(OC)c3o2)cc1` (stereo not drawn)?
RGS8-Gao: 104; Bim-Bcl-B: -6; RGS7-Gao: 106; Mcl-1 Bim block: 0; Bim-Bcl-XL: -1; RGS4-Gao reg: 111; Bfl-1 Bim block: -7; Bcl-2 Bim block: -2; Bim-Bcl-W: -3

Results for O=C(NCN1CCN(c2ccccn2)CC1)c1cnccn1 ?
RGS8-Gao: 104; Bim-Bcl-B: -8; RGS7-Gao: 105; ABCG2 inh: 0; Mcl-1 Bim block: 0; Bim-Bcl-XL: -16; ABCB1 block: 0.1; RGS4-Gao reg: 105; Bfl-1 Bim block: -10; Bcl-2 Bim block: -4; Bim-Bcl-W: 4

What do the screens show for `O=C1c2ccccc2C(O)N1Cc1ccccc1Cl` (stereo not drawn)?
RGS8-Gao: 95; Bim-Bcl-B: -2; RGS7-Gao: 101; ABCG2 inh: -4; Mcl-1 Bim block: 5; Bim-Bcl-XL: 0; ABCB1 block: -3.2; RGS4-Gao reg: 99; Bfl-1 Bim block: 2; Bcl-2 Bim block: 2; Bim-Bcl-W: -3

How did CN(C)c1ccc(C(=O)Nc2nnc(C3=COCCO3)o2)cc1 do in these assays?
RGS8-Gao: 104; Bim-Bcl-B: -2; RGS7-Gao: inconclusive; ABCG2 inh: 12; Mcl-1 Bim block: -1; Bim-Bcl-XL: -5; ABCB1 block: 0.7; RGS4-Gao reg: 104; Bfl-1 Bim block: -6; Bcl-2 Bim block: -5; Bim-Bcl-W: -1

How did Cc1ccc(NC(=O)N(Cc2ccc3c(c2)OCO3)Cc2cc3cc4c(cc3[nH]c2=O)OCCO4)cc1 do in these assays?
RGS8-Gao: 102; Bim-Bcl-B: -5; RGS7-Gao: 101; ABCG2 inh: -2; Mcl-1 Bim block: -5; Bim-Bcl-XL: -6; ABCB1 block: -0.1; RGS4-Gao reg: 106; Bfl-1 Bim block: -25; Bcl-2 Bim block: -10; Bim-Bcl-W: -4

How did COc1ccc(S(=O)(=O)NCC2CCCN(C(=O)c3cccs3)C2)cc1 (stereo not drawn) do in these assays?
RGS8-Gao: 100; Bim-Bcl-B: -1; RGS7-Gao: 101; ABCG2 inh: 2; Mcl-1 Bim block: 2; Bim-Bcl-XL: 2; ABCB1 block: 0.6; RGS4-Gao reg: 98; Bfl-1 Bim block: -4; Bcl-2 Bim block: 0; Bim-Bcl-W: 2

Results for O=C(NCC1CCCO1)C1CCN(S(=O)(=O)N2CCCC2)CC1 (stereo not drawn) ?
RGS8-Gao: 98; Bim-Bcl-B: 0; RGS7-Gao: 101; ABCG2 inh: 1; Mcl-1 Bim block: 2; Bim-Bcl-XL: 0; ABCB1 block: 0.4; RGS4-Gao reg: 101; Bfl-1 Bim block: 0; Bcl-2 Bim block: 0; Bim-Bcl-W: 0
